zfTRPN1 agonist: agonists of zebrafish TRPN1 channel; HEK293 zebrafish TRPN1-YFP, Fluo-8 calcium fluorescence; 100% = response to 87 µM carbachol; activation, % at 3 µM; hit rate 0.18% among 220,000;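 active means activation above its plate's cutoff, the mean activation of test wells on that plate plus 3 SD, cut at about 19% in these data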;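 further: 0% = DMSO alone and 100% = 87 µM carbachol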
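System: zebrafish TRPN1-YFP in HEK293 cells / Dosing: 3 µM single point / Timing: dye loading 1 h at 37 °C, then 30 min room temperature / Signal: Fluo-8 calcium fluorescence, excitation 470-495 nm, emission 515-575 nm / Read-out basis: percent activation from peak over basal fluorescence ratio, control-normalized / Control set: high carbachol 87 µM, low DMSO alone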
S1P4 antagonist: blocks the human S1P4 receptor. AID 1510. hit rate 0.26% among 220,000. inhibition, % at 4.98 µM. O95977. S1P4-expressing cells, antagonist mode, reporter read-out; in the data active means inhibition above about 29%;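 further: 0% = wells stimulated with agonist and 100% = vehicle wells without agonist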
Target sequence (O95977 whole entry, looked up): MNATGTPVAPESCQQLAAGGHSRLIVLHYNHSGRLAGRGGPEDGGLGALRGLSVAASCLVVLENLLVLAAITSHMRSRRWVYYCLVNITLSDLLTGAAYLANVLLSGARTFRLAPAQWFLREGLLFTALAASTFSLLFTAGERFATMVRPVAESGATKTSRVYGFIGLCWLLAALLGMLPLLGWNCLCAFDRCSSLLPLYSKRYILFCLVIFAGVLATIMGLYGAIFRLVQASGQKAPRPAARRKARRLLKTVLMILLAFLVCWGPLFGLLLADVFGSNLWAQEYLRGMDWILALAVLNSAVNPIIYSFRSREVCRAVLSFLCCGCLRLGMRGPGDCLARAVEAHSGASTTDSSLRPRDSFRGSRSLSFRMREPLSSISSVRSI
S1P4 ag: activates the human S1P4 receptor; S1P4-expressing cell line, agonist reporter assay; hit rate 0.35% among 220,000; AID 1509; activation, % at 4.98 µM; O95977; in the data active means activation above about 11%;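 further: 0% = DMSO vehicle and 100% = reference agonist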
NPY Y1 blocker: blocks the human neuropeptide Y Y1 receptor; P25929; HEK293-CNG Y1 cells, membrane potential fluorescence; NPY at EC95, then isoproterenol; inhibition, % at 3.6 µM; hit rate 1% among 200,000; AID 1040;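 active means inhibition above the campaign mean inhibition of all tested compounds plus 3 SD, cut at about 20% in these data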;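 further: 0% = DMSO wells given NPY plus isoproterenol and 100% = isoproterenol alone without NPY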
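Material: HEK293 Y1/CNG channel cell line | Also added: NPY (25 nM), isoproterenol (1 µM), Ro 20-1724 (25 µM) | Compound: One concentration, 3.6 µM, in 0.4% DMSO | Schedule: 3 h dye uptake, 1 h room-temperature compound, 45 min post-isoproterenol | Signal: Membrane-potential fluorescent dye readout | Read-out: % inhibition of NPY effect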
NPY2 pot ag: human NPY-Y2 potentiation or agonism, primary screen. activation, % at 3.6 µM. cells expressing NPY-Y2, potentiator/agonist read-out. P49146. AID 1359. hit rate 0.45% among 220,000; in the data active means activation above about 27%;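 further: cells stimulated with NPY near EC25 plus isoproterenol at EC100; 0% = vehicle plus submaximal agonist and 100% = vehicle plus saturating agonist; some results beyond the cut were filed as inactive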
CHOP inh: CHOP inhibition in unfolded protein response | inhibition, % at 10 µM | CHO-K1 CHOP-promoter luciferase, tunicamycin-induced, 15-18 h | hit rate 3.8% among 220,000;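 active means compounds that reduced the stress-induced luciferase reporter signal by more than about 70% of percent inhibition, limit read from the data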;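 further: 0% = tunicamycin plus vehicle and 100% = wells without tunicamycin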
EP2 mod: modulators of human EP2 prostaglandin E2 receptor; EP2-expressing cells, cAMP HTRF FRET, PGE2 co-stimulation; induction, % at 25 µM; hit rate 0.83% among 260,000; AID 940;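 active means compounds whose cAMP rise, as percent of the full-agonist control response, exceeds 60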;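 further: rat C6 glioma line stably carrying human EP2 under a CMV promoter; the protocol text gives 20 µM as final concentration; 100% = response of wells given 1 µM PGE2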
TRPML3 agonist: agonists of human TRPML3 channel; Q8TDD5; HEK293 TRPML3-YFP, Fluo-8 calcium fluorescence; 100% = the carbachol control signal; activation, % at 3 µM; hit rate 0.29% among 220,000; AID 1448;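 active means activation above its plate's cutoff, the mean activation of the plate's test wells plus 3 SD, cut at about 12% in these data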;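 further: 0% = DMSO only wells and 100% = carbachol wells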
Target sequence (Q8TDD5 whole entry, looked up): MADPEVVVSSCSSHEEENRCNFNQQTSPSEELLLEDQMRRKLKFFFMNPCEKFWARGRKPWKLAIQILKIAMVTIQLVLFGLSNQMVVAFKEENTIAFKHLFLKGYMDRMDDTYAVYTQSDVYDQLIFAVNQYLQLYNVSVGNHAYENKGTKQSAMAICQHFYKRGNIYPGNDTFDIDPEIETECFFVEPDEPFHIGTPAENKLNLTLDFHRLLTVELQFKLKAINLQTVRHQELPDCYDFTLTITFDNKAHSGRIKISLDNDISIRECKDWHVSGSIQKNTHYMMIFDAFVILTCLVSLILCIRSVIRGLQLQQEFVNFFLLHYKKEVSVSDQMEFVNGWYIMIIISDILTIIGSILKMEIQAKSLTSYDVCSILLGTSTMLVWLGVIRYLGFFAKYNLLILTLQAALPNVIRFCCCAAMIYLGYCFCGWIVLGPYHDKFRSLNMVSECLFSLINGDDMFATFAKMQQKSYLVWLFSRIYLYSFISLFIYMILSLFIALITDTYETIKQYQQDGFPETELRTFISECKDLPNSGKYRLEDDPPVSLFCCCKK
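Test system: TRPML3-YFP stable HEK293 cells. Doses: single point at 3 µM. Incubation: dye loading 1 h 37 °C then 30 min ambient, 125 s read. Signal: Fluo-8 calcium dye fluorescence, ex 470-495, em 515-575 nm. Measure: percent activation from peak-to-basal fluorescence ratio, scaled between DMSO and carbachol.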
NPY1 pot ag: human NPY-Y1 potentiation or agonism, primary screen; NPY-Y1 expressing cells, potentiator/agonist activation; activation, % at 3.6 µM; hit rate 0.37% among 220,000; in the data active means activation above about 33%, passing the limit was not always enough;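 further: cells stimulated with NPY at EC10 then isoproterenol at EC100; 0% = low agonist plus stimulus and 100% = saturating agonist plus stimulus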
* marks the source's active call; other numbers are inactive results; · = not tested or not shown; & = joins results of further samples.

SMILES | zfTRPN1 agonist | S1P4 antagonist | S1P4 ag | NPY Y1 blocker | NPY2 pot ag | CHOP inh | EP2 mod | TRPML3 agonist | NPY1 pot ag
Cc1[nH]nc(Nc2ccc(O)cc2)c1[N+](=O)[O-] | 0.9 | 16 | 0.2 | 3 | -17 | 43 | -24 | 0.5 | -4
O=C(NC(=S)NCCSc1ccccc1)c1cccnc1 | -1.6 | -9 | 0.8 | 2 | 9 | 4 | -105 | 4.5 | 5
COC(=O)C1CCN(C(=O)COC(=O)CC(NC(C)=O)c2ccccc2)CC1 (stereo not given) | -0.6 | -10 | -0.6 | 5 | -7 | 11 | -8 | 0.2 | -4
COc1ccc(NC(=O)CN2C(=O)C(c3ccccc3)=NC23CCCCCC3)cc1OC | 1.0 | 3 | 0.8 | 13 | -3 | 56 | 3 | 0.5 | -7
O=C(OCC(=O)N1CCCC1)c1cc(Br)ccc1Cl | -0.2 | -2 | 0.4 | -2 | 8 | -6 | 11 | 0.3 | 13
NS(=O)(=O)c1ccc(NC(=S)N2CCN(c3cccc(Cl)c3)CC2)cc1 | 1.4 | -9 | -1.6 | -4 | 7 | 33 | -22 | 0.6 | -8
c1ccc2c(-c3nnc4n3CCCCC4)cc(-c3ccncc3)nc2c1 | -0.1 | -5 | 0.2 | -2 | -8 | -3 | 8 | 0.3 | 0
COc1cc(/C=C2/SC(=S)N(CC3CCCO3)C2=O)ccc1O (stereo not given) | 37* | -6 | 1.1 | 0 | 11 | 39 | 13 | 34* | 37
CCOC(=O)c1c(C)n(C)c2ccc(OC)c(NC(=O)c3cccs3)c12 | -0.3 | -22 | -1.5 | 1 | 5 | -18 | 10 | -0.3 | -14
CCN(CC)c1ccc(CNc2nc3ccccc3n2CC)cc1 | 0.1 | 1 | -0.9 | · | 5 | -9 | -43 | 0.6 | 2
CCOc1ccc(OCC)c(Nc2cc(C)nc3ncnn23)c1 | 0.0 | -13 | -0.6 | 7 | 12 | 28 | 2 | -0.7 | -12
O=C(NCc1ccco1)C(=O)c1cn(CC(=O)N2CCCCC2)c2ccccc12 | 0.0 | -8 | 1.6 | 6 | -13 | 9 | -8 | -0.2 | 8
CN1/C(=C\C=C(/C#N)C(=O)Nc2ccc(Cl)cc2)C(C)(C)c2ccccc21 | 5.2 | -13 | 0.8 | 2 | 6 | 75* | -1 | 0.3 | -25
COc1cccc(CN(C(=O)Cc2c[nH]c3ccccc23)C(C(=O)NC2CCCCC2)c2cccs2)c1 (stereo not given) | -0.6 | 5 | 1.2 | 3 | -10 | 46 | 32 | -0.3 | -4
CCOC(=O)NCCOC(=O)Nc1ccc(Cl)cc1 | -0.8 | -28 | 4.0 | 1 | 7 | -1 | -29 | -0.5 | 13
OCCNC(=S)c1ccccc1 | 2.8 | 10 | 1.8 | · | -13 | 3 | 6 | 0.9 | -1
CCN(C)Cc1c(C(=O)N2CCc3ccccc3C2)nc2ccc(Cl)cn12 | 1.8 | -24 | 0.7 | 5 | -2 | 30 | 4 | 0.5 | -6
Cc1cc(NC(=O)CSc2nnc(CNc3cccc(C(F)(F)F)c3)n2Cc2ccco2)no1 | -1.2 | 5 | 1.3 | -9 | -19 | -7 | 32 | 0.6 | -16
COC(=O)c1c(NC(=O)C2CC=CCC2C(=O)O)sc(C)c1C (stereo not given) | -0.5 | -10 | -3.0 | 5 | -6 | 31 | 19 | 0.9 | 2
CCCCN(CC)CCNC(=O)c1cc2c(=O)n(C)c3ccccc3c2n1C | -0.1 | -12 | -4.1 | 4 | -25 | 21 | 3 | 0.1 | -36
COc1ccccc1-n1cnc2sc(-c3ccccc3)cc2c1=O | -1.0 | -14 | 0.5 | 5 | -2 | 12 | -6 | 0.6 | 5
COc1cc(/C=C(\NC(C)=O)C(=O)Nc2cccc(O)c2)ccc1OC(C)=O | -0.9 | -18 | -0.5 | 6 | 6 | 3 | 9 | 0.7 | 2
O=C(NC1CCCC1)c1ccc(CSc2nc3ccncc3n2Cc2ccc(F)cc2)cc1 | -1.8 | 2 | 1.4 | 5 | 5 | 17 | -30 | 0.0 | -1
COc1ccc(CC2(CO)CCN(Cc3ccc4nsnc4c3)CC2)cc1 | 1.1 | -9 | -0.2 | 9 | -7 | 4 | -41 | 1.1 | -7
O=C(OC(C(=O)NC1CCCC1)c1ccccc1F)c1ccco1 (stereo not given) | -0.6 | -9 | 0.6 | 10 | -20 | -17 | 12 | -0.1 | 2
CSC1=C(C#N)C(c2cccs2)CC(=O)N1C (stereo not given) | 1.1 | -2 | -1.3 | -10 | -5 | · | · | 0.2 | -9
O=C(C(=O)N1CCN(c2cccc(Cl)c2)CC1)c1c[nH]c2ccccc12 | -0.1 | -1 | 1.8 | 6 | 18 | 58 | -64 | 0.8 | 14
CCCc1nc(NCc2ccccn2)c2nnn(Cc3ccccc3F)c2n1 | -0.4 | -2 | 0.5 | -3 | -13 | 7 | 53 | 1.4 | 27
COc1ccc(N2C(=O)CCC(C(=O)O)C2c2ccc(F)cc2)cc1 (stereo not given) | 0.2 | -1 | 1.0 | 4 | -5 | 9 | 7 | 0.0 | -14
Cc1ccc(C)n1-c1cccc(C(=O)Nc2ccccc2)c1 | 1.2 | -9 | -1.8 | · | 1 | -29 | -98 | 0.1 | -1
Cc1ccccc1C(=O)OCn1nnc2ccccc2c1=O | -0.5 | -4 | -0.2 | 11 | 6 | 48 | 3 | -0.5 | -5
O=C1NC(SCCCF)=N/C1=C/c1ccc(-n2cncn2)cc1 | 1.1 | -6 | -1.3 | · | -9 | 11 | 20 | 0.2 | 13
CCOc1ccc(C2Nc3ccc4ccccc4c3-c3c2c(=O)oc2ccccc32)cc1 (stereo not given) | -0.8 | -3 | -1.1 | 6 | -7 | 81* | -27 | 0.6 | -14
c1cncc(-c2nnc(SCCSc3nnc(-c4cccnc4)o3)o2)c1 | 0.9 | -10 | -0.5 | 2 | 2 | · | · | 0.5 | -19
O=C(O)C1CCCCC1C(=O)NCCCN1CCOCC1 (stereo not given) | 0.2 | -17 | 4.2 | 5 | -1 | 14 | 6 | 0.0 | 17
COc1ccccc1NC(=O)c1ccc2nc(N3C(=O)CCC3=O)sc2c1 | 0.4 | 8 | -0.5 | 0 | 1 | -3 | 8 | 0.5 | -16
O=C(Nc1ccc(S(=O)(=O)Nc2nccs2)cc1)c1ccc(=O)[nH]c1 | 2.0 | 6 | 2.1 | -4 | -1 | 12 | 8 | 0.5 | -3
O=C(Nc1ccc(Cl)cc1)c1ccc2nsnc2c1 | 5.6 | -13 | -0.1 | 5 | -7 | 2 | -29 | 1.7 | -6
O=C(CCc1nc2ccccc2[nH]1)NCc1ccc2c(c1)OCO2 | 1.8 | -4 | -0.6 | 7 | 0 | -3 | -37 | 0.9 | -24
Cc1nc(S(=O)(=O)NC2CCCCC2)c(C#N)c(C)c1Cl | 1.0 | -3 | 0.4 | 4 | -12 | 57 | 15 | 0.8 | -26
Cn1c(=O)c2c(nc(N3CCc4ccccc4C3)n2Cc2ccc(Br)cc2)n(C)c1=O | 0.1 | -14 | 4.0 | 1 | 10 | 43 | 31 | -0.9 | -20
Cc1ccc(-n2c(=S)[nH]c3sc4c(c3c2=O)CCC4)cc1 | -1.0 | -19 | 0.6 | 17 | -15 | -13 | 47 | 0.8 | -7
Cc1cccc(C)c1NC(=O)CSc1nc(-c2ccco2)cc(C(F)(F)F)n1 | 1.0 | -11 | -1.5 | 2 | -2 | 85* | -123&-71 | 0.1 | -9
Cc1ccc(C(=O)Oc2cccc(NC(=O)c3ccccc3)c2)cc1C | 0.2 | -12 | 0.6 | 1 | -9 | 50 | -34 | 0.2 | -22
N#Cc1c(-c2ccccc2Cl)cc(-c2ccccc2)[nH]c1=S | 0.5 | -10 | -0.8 | 13 | 4 | 9 | 15 | 1.2 | 1
O=C(NCc1ccc2c(c1)OCO2)C(=O)Nc1ccccc1 | -0.5 | -14 | 1.1 | 1 | -1 | 11 | -9 | 0.6 | -6
COc1cccc(N2CC(O)=C(c3nc4ccccc4s3)C2=N)c1 | 1.2 | 7 | 0.7 | -2 | -16 | 24 | -35 | 0.1 | -15
CNC(=S)Nc1cccc(C(=O)O)c1 | 0.7 | 3 | -0.1 | -4 | -4 | 3 | 0 | -0.6 | -5
CCOC(=O)N1CCC(c2[nH][nH]c(=O)c2C)CC1 | 0.7 | -56 | 1.7 | -2 | 3 | 41 | 10 | 0.7 | 26
CCCCC(=O)Nc1ccc2c(c1)nc1n2CCOC1 | 1.8 | -3 | 0.6 | -4 | 8 | 27 | 6 | 0.8 | -7
(list continues)
SMILES | zfTRPN1 agonist | S1P4 antagonist | S1P4 ag | NPY Y1 blocker | NPY2 pot ag | CHOP inh | EP2 mod | TRPML3 agonist | NPY1 pot ag
Nc1nc(SCC(=O)Nc2ccc(Cl)cc2)[nH]c(=O)c1-c1ccccc1 | 0.6 | -14 | 0.1 | -4 | -1 | -3 | -31 | 0.0 | 4
N#CCOc1nc(N2CCCCC2)nc(N2CCCCC2)n1 | 0.5 | -8 | 3.0 | -1 | 25 | 31 | 54&22 | -0.2 | 17
Cc1ccc(NC(NC(=O)c2ccccc2[N+](=O)[O-])C(Cl)(Cl)Cl)cc1 (stereo not given) | -1.0 | -20 | 0.5 | -5 | -2 | 20 | -19 | 0.2 | -7
CCOc1cc(N2CCOCC2)c(OCC)cc1NC(=O)CCC1CCCC1 | 0.7 | -6 | 1.5 | -7 | 5 | 49 | 4 | 0.5 | -9
CC(=O)Nc1ccc(NC(=O)C(Sc2ccccc2)c2ccccc2)cc1 (stereo not given) | 2.8 | 18 | 1.2 | · | 8 | 18 | 12 | 1.6 | 16
COCCN1CCn2c(nc3cc(NC(=O)NC4CCCCC4)ccc32)C1 | 0.7 | -2 | 1.9 | -5 | -2 | 1 | -11 | 0.8 | -8
COc1ccc(NC(=O)NC2(C(=O)N3CCCCCC3)CCCCC2)cc1 | -1.0 | 1 | -2.2 | -2 | 8 | 23 | 8 | -0.2 | 12
COc1ccc(NC(=S)Nc2ccccc2Cl)cn1 | 1.1 | -11 | -1.0 | -1 | -2 | 2 | -12 | 1.2 | 4
C=CCOc1ccc(CNc2nccs2)cc1OCC | -1.0 | -14 | 0.3 | -1 | 9 | 22 | 25 | -0.4 | -7
Cc1ccc(N2C(=O)CC3(CCCC3)CC2=O)cc1 | 1.3 | 9 | 0.1 | · | 6 | 13 | 16 | 0.6 | 6
O=C(C(Cl)Cl)N1CCN(Cc2ccccc2)CC1 | 0.4 | 9 | -0.7 | -3 | 10 | 25 | 20 | 0.3 | 4
